# Screening data from PubChem BioAssay.
# mcGAS MS inh: blocks mouse cGAS cGAMP production; recombinant mouse cGAS, cGAMP by RapidFire MS; Q8C6L5; actives 0.18% (n = 130,000); inhibition, % at 12.5 µM;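 active means inhibition of cGAS enzyme activity at or above 60%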;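 further: enzyme stimulated by 45 bp dsDNA with ATP and GTP substrates; cGAMP share of summed cGAMP plus half ATP and half GTP signals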
# Target sequence (Q8C6L5 whole entry, looked up): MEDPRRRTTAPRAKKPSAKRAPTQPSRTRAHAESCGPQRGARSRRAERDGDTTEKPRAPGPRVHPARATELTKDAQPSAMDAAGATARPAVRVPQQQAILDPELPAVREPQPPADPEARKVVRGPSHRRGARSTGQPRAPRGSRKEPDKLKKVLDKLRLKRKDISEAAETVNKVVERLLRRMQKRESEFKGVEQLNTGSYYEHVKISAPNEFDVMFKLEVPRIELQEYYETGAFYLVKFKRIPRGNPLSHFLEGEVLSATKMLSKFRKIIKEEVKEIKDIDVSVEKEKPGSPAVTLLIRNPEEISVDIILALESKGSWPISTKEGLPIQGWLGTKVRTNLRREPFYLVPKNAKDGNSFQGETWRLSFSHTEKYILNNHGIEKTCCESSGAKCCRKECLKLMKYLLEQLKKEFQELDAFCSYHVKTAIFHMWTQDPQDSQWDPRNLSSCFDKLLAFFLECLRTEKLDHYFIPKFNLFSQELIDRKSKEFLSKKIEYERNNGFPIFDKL
# An asterisk follows results filed as active; & = joins results of further samples. An excerpt. The share of hits here may be higher or lower than overall.
CC(=O)Nc1ncc([N+](=O)[O-])s1
  mcGAS MS inh: 1
Nc1c2c(nc3ccccc13)CCCC2O (centres undefined)
  mcGAS MS inh: 9
CC1=C(C(=O)O)N2C(=O)[C@@H](NC(=O)C(N)c3ccc(O)cc3)[C@H]2SC1 (some centres undefined)
  mcGAS MS inh: 1&1
COc1cc([C@H]2Oc3cc([C@H]4Oc5cc(O)cc(O)c5C(=O)[C@@H]4O)ccc3O[C@@H]2CO)ccc1O
  mcGAS MS inh: -2
CCOC(=O)c1ccc(N2C=C(C(=O)N3CCCC3)S(=O)(=O)c3ccc(F)cc32)cc1
  mcGAS MS inh: -7
Cc1cc(C)cc(OCC2CNC(=O)O2)c1 (centres undefined)
  mcGAS MS inh: -6
NC(N)=NCCCC(N)C(=O)O (centres undefined)
  mcGAS MS inh: 0
CCn1cc(C(=O)O)c(=O)c2cc(F)c(N3CCNCC3)nc21
  mcGAS MS inh: 6
Nc1ncnc2nc[nH]c12
  mcGAS MS inh: -1
CC(C)(CO)C(O)C(=O)NCCCO (centres undefined)
  mcGAS MS inh: -7&-3
O=C(NCCCn1nc(-c2ccncc2)ccc1=O)C1c2ccccc2Oc2ccccc21
  mcGAS MS inh: -3
COc1c(O)cc2c(c1O)[C@H]1O[C@H](CO)[C@@H](O)[C@H](O)[C@@H]1OC2=O
  mcGAS MS inh: -6&-2
CCOC(=O)NNc1nncc2ccccc12
  mcGAS MS inh: -2&5
CCCCOc1ccc(CC(=O)NO)cc1
  mcGAS MS inh: -6
NCCNC(=O)c1ccc(Cl)cn1
  mcGAS MS inh: 5
CC(C)(C)c1nnc(NS(=O)(=O)c2ccccc2)s1
  mcGAS MS inh: 3
CCc1c2c(nc3ccc(OC(=O)N4CCC(N5CCCCC5)CC4)cc13)-c1cc3c(c(=O)n1C2)COC(=O)[C@]3(O)CC
  mcGAS MS inh: -2&-1&0
OCc1ccccn1
  mcGAS MS inh: -5
CCC(=O)O[C@]1(C(=O)SCF)[C@H](C)C[C@H]2[C@@H]3C[C@H](F)C4=CC(=O)C=C[C@]4(C)[C@@]3(F)[C@@H](O)C[C@@]21C
  mcGAS MS inh: -5&7
CCCCCC(=O)O[C@]1(C(C)=O)CCC2C3CCC4=CC(=O)CC[C@]4(C)C3CC[C@@]21C (some centres undefined)
  mcGAS MS inh: 3
CCCC[C@@H](CC)COC(=O)c1ccccc1O
  mcGAS MS inh: -5
Nc1c2ccccc2nc2ccccc12 (tested in a mixture with another compound)
  mcGAS MS inh: 41
C[C@H]1[C@H](C)CC[C@]2(C(=O)O[C@@H]3O[C@H](COC4O[C@H](CO)[C@@H](OC5O[C@@H](C)[C@H](O)[C@@H](O)[C@H]5O)[C@H](O)[C@H]4O)[C@@H](O)[C@H](O)[C@H]3O)CC[C@]3(C)C(=CC[C@@H]4[C@@]5(C)C[C@@H](O)[C@H](O)[C@@](C)(CO)C5CC[C@]43C)[C@H]12 (some centres undefined)
  mcGAS MS inh: 0
CC(C)[C@@H]1CC[C@@H](C)CC1=O
  mcGAS MS inh: -11
COc1ccc(CN2CCN(C(c3ccc(F)cc3)c3ccc(F)cc3)CC2)c(OC)c1OC
  mcGAS MS inh: -7&0

# Sorted by value in mcGAS MS inh (descending): some entries from above
canonical_smiles	mcGAS MS inh
NCCNC(=O)c1ccc(Cl)cn1	5
CC(=O)Nc1ncc([N+](=O)[O-])s1	1
CCCCOc1ccc(CC(=O)NO)cc1	-6

# Back to the main list; the 5 compounds before the break are reprinted first.
CCCC[C@@H](CC)COC(=O)c1ccccc1O
  mcGAS MS inh: -5
Nc1c2ccccc2nc2ccccc12 (tested in a mixture with another compound)
  mcGAS MS inh: 41
C[C@H]1[C@H](C)CC[C@]2(C(=O)O[C@@H]3O[C@H](COC4O[C@H](CO)[C@@H](OC5O[C@@H](C)[C@H](O)[C@@H](O)[C@H]5O)[C@H](O)[C@H]4O)[C@@H](O)[C@H](O)[C@H]3O)CC[C@]3(C)C(=CC[C@@H]4[C@@]5(C)C[C@@H](O)[C@H](O)[C@@](C)(CO)C5CC[C@]43C)[C@H]12 (some centres undefined)
  mcGAS MS inh: 0
CC(C)[C@@H]1CC[C@@H](C)CC1=O
  mcGAS MS inh: -11
COc1ccc(CN2CCN(C(c3ccc(F)cc3)c3ccc(F)cc3)CC2)c(OC)c1OC
  mcGAS MS inh: -7&0
NC(N)=NC(=O)Cc1c(Cl)cccc1Cl
  mcGAS MS inh: -2&4
O=C(NN=Cc1ccc[nH]1)c1cccs1
  mcGAS MS inh: -10
O=C1OC(/C=C/c2ccccc2)=NC/1=C/c1cccs1
  mcGAS MS inh: -13
NNC(=O)CP(=O)(c1ccccc1)c1ccccc1
  mcGAS MS inh: -25
O=C(Nc1c(-c2cccs2)nc2ccccn12)c1ccc(Cl)cc1
  mcGAS MS inh: -13
CCCCCCCC/C=C\CCCCCCCC(=O)O
  mcGAS MS inh: -5
O=C(Nc1ccc(C(=O)O)c(O)c1)c1ccccc1
  mcGAS MS inh: -1
CC1(C)CC(Nc2nc(-c3ccccc3)cs2)CC(C)(C)N1
  mcGAS MS inh: -12
Cc1cccc(C)c1NC(=O)C1CCCCN1C (centres undefined)
  mcGAS MS inh: -13&1&4
CCCCCCc1ccc(O)cc1O
  mcGAS MS inh: -1
CCCCC1C(=O)N(c2ccccc2)N(c2ccccc2)C1=O
  mcGAS MS inh: 3
O=c1cc(-c2ccc(O)cc2)oc2cc(O[C@@H]3O[C@H](CO)[C@@H](O)[C@H](O)[C@H]3O[C@@H]3OC[C@](O)(CO)[C@H]3O)cc(O)c12
  mcGAS MS inh: -12
COc1ccc2nc(NC(=O)Nc3ccccc3)sc2c1
  mcGAS MS inh: -5
C#C[C@]1(O)CCC2C3CCC4=CC(=O)CC[C@@H]4C3CC[C@@]21CC (some centres undefined)
  mcGAS MS inh: -2
COc1ccccc1OCCNCC(O)COc1cccc2[nH]c3ccccc3c12 (centres undefined)
  mcGAS MS inh: -14&-5
CC(=O)Nc1ccc(O)cc1
  mcGAS MS inh: -1
CC(=O)Nc1ccccc1
  mcGAS MS inh: -6
Cn1c(=O)c2c(ncn2CCO)n(C)c1=O
  mcGAS MS inh: -5

# Some of the entries so far, with bars between the fields.
structure | mcGAS MS inh
COc1ccccc1OCCNCC(O)COc1cccc2[nH]c3ccccc3c12 (centres undefined) | -14&-5
CC(=O)Nc1ccc(O)cc1 | -1
O=c1cc(-c2ccc(O)cc2)oc2cc(O[C@@H]3O[C@H](CO)[C@@H](O)[C@H](O)[C@H]3O[C@@H]3OC[C@](O)(CO)[C@H]3O)cc(O)c12 | -12
